# Furin inhibitor = human furin inhibitors, primary screen, biochemical, fluorescence intensity; P09958; purified furin, fluorogenic substrate cleavage; inhibition, % at 30 µM; 220,000 compounds, 0.061% hits; AID 463115, 2010; in the data active = inhibition above about 25%; also: inactives centre near -15
# BaF3 tox = parental Ba/F3 cell viability inhibition, counter-screen for JAK2V617F inhibitor project, murine pro-B, CellTiter-Glo luminescence | CellTiter-Glo ATP luminescence | inhibition, % at 5.6 µM | 220,000 compounds, 1.1% hits;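 active = inhibition above a per-campaign cutoff, the mean inhibition of all tested compounds plus 3 SD, cut at about 27% in these data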;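 also: 0% = DMSO wells and 100% = JAK Inhibitor I control wells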
# NCF1 inh = p47phox/p22phox peptide binding inhibitors, primary screen, biochemical, uHTS, NADPH oxidase regulatory subunit | Neutrophil cytosol factor 1 (Homo sapiens), P14598 | fluorescence polarization, 2 h | inhibition, % at 24.7 µM | 220,000 compounds, 0.53% hits | AID 1274, 2008;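 active = inhibition above about 30%, limit read from the data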;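 also: 0% = p47phox with labelled peptide and 100% = labelled peptide alone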
# Target sequence (P14598 whole entry, looked up): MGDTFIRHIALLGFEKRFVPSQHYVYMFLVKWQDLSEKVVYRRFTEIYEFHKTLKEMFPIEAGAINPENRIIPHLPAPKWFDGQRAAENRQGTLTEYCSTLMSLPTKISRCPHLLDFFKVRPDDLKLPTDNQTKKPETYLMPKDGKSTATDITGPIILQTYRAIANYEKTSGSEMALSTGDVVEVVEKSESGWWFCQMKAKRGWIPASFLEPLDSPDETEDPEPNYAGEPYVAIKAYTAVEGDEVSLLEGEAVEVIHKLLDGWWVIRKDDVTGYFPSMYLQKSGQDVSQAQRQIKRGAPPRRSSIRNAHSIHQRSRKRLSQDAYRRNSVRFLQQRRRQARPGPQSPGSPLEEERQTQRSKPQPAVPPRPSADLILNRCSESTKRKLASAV
# p97 ATPase inh = inhibitors of human p97 ATPase, primary screen, biochemical; recombinant p97 ATPase, Kinase-Glo ATP luminescence, 3 h; inhibition, % at 8 µM; 220,000 compounds, 0.42% hits; AID 1481, 2009; in the data active = inhibition above about 15%;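 also: 0% = DMSO vehicle and 100% = wells lacking enzyme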
# Ba/F3 V617F tox = reduced viability of JAK2V617F-dependent Ba/F3 cells, primary screen, JAK2V617F inhibitor project, cell-based, Ba/F3 EpoR-JAK2V617F, luminescence; ATP luminescence; inhibition, % at 5.6 µM; 220,000 compounds, 1.1% hits; AID 1446, 2008;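 active = inhibition above the campaign mean plus 3 SD over all tested compounds, cut at about 24% in these data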;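 also: cytokine-independent growth of Ba/F3 cells driven by EpoR plus mutant JAK2; 0% = DMSO-treated cells and 100% = JAK inhibitor I control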
# PPC-1+TRAIL kill = compounds killing PPC-1 cancer cells with TRAIL present, primary screen, TRAIL potentiator project, ATPLite luminescence, uHTS | 220,000 compounds, 0.41% hits | PPC-1 cells + TRAIL, ATPLite viability luminescence | cell killing (% activity), % at 4 µM;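 active = cell killing above 50% in the first pass at 4 µM, then a duplicate retest at 5 µM averaging 50% or more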;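 also: plate controls were cells with TRAIL plus DMSO for no effect and medium-only wells lacking cells for full effect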
# Tb hexokinase = Trypanosoma brucei hexokinase 1 inhibitors, primary screen, biochemical, G6PDH-coupled NADH absorbance, MLSCN library. recombinant TbHK1, G6PDH-coupled NADH A340. hexokinase 1 [Trypanosoma brucei]. inhibition, % at 10 µM. 220,000 compounds, 0.11% hits;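 active = inhibition of 50% or more in the single-dose primary screen; inactive = inhibition below 50%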
# RBBP9 inh = human RBBP9 inhibitors, primary screen, biochemical, fluorescence polarization, FP-Rh probe, HTS. recombinant RBBP9. inhibition, % at 7.94 µM. 220,000 compounds, 0.2% hits. Serine hydrolase RBBP9 (Homo sapiens), O75884;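 active = inhibition above the campaign mean of all tested compounds plus 3 SD, cut at about 14% in these data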;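 also: plate controls were DMSO wells with RBBP9 for no effect and wells lacking RBBP9 protein for full effect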
# Target sequence (O75884 whole entry, looked up): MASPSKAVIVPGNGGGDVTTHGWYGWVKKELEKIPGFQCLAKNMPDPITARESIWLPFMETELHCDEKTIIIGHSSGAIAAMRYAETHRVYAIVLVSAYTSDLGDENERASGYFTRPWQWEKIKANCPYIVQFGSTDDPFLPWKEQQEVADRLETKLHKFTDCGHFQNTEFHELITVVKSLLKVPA
#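 Material: RBBP9 protein. Amount: RBBP9 at 2.5 µM in dispensed solution, before mixing. Schedule: 30 min then 45 min, 25 °C. Medium: Tris buffer pH 8.0, NaCl, Pluronic. Measured by: fluorescence polarization. Measure: percent inhibition from mP, scaled between DMSO and no-protein wells. Replication: one well per compound.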
# EP2 antag = human EP2 receptor antagonists, primary screen, TR-FRET cAMP, C6 glioma cells; Prostaglandin E2 receptor EP2 subtype (Homo sapiens), P43116; C6 glioma cells expressing human EP2; cells stimulated with saturating PGE2; inhibition, % at 25 µM; 260,000 compounds, 0.52% hits; AID 1422, 2008;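 active = percent inhibition above 40 after rounding to a whole number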;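 also: rat C6 glioma host cells with rolipram phosphodiesterase inhibitor present; the protocol text gives 20 µM as final concentration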
# Target sequence (P43116 whole entry, looked up): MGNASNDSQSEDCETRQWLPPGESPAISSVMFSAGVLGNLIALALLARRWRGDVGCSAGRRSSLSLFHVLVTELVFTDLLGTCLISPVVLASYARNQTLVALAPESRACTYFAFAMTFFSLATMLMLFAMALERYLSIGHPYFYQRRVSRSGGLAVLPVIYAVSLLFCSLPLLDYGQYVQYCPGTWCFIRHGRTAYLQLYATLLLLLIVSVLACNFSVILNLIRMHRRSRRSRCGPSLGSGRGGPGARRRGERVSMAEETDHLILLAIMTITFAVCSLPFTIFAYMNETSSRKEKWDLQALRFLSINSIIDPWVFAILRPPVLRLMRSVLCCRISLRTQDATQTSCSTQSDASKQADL
# * = called active by the depositor; / = no result given; & = joins results of further samples; [ ] = remark or other dose. These rows are one share of the data; count on the stated rates, not on these rows.
SMILES	Furin inhibitor	BaF3 tox	NCF1 inh	p97 ATPase inh	Ba/F3 V617F tox	PPC-1+TRAIL kill	Tb hexokinase	RBBP9 inh	EP2 antag
Cc1cc(C)cc(NC(=O)CSc2nc3c(c(=O)n2C)SC(C)C3)c1 (stereo unspecified)	-11	5	-13	-2	1	3	2	-11	8
Cc1cc(NC(=O)CN2C(=O)NC(C)(c3ccccc3)C2=O)no1 (stereo unspecified)	-6[20 µM]	6	2	-3	0	-4	-10	-6	6
Cc1ccc2[nH]c3nc(SCCN4CCOCC4)nnc3c2c1	-2	2	-12	-4	3	48	-14	-4	7
CC(C)NCC(O)COc1ccc(Br)cc1 (stereo unspecified)	-22	7	-9	3	3	27	0	-3	7
O=C(O)c1cc(Cl)ccc1NC(=O)C1CCCO1 (stereo unspecified)	10[20 µM]	3	-7	8	-4	14[5 µM]	2	0	15
Cc1csc2nnc(N)n12	-25	4	-19	3	0	11	10	-3	10
COC(=O)COc1ccc(S(=O)(=O)NCCC2=CCCCC2)cc1Cl	-5[20 µM]	5	-7	-6	2	8	4	-10	8
COc1ccc(N(CC(=O)NC2CCCCC2)S(=O)(=O)c2c(C)[nH]c(=O)[nH]c2=O)cc1	-24	10	-1	-2	0	7	-14	-4	6
Cc1ccc(C(=O)NCCCN2CCOCC2)o1	-9[20 µM]	6	1	1	0	18	3	10	11
COc1cc(-c2cc(C(=O)Nc3ccc(S(=O)(=O)Nc4ncccn4)cc3)c3ccccc3n2)cc(OC)c1OC	-9	0	-14	-8	5	0	-22	0	11
Cc1occc1-c1nnc(SCC(=O)NCCc2ccccc2)n1C(C)c1ccccc1 (stereo unspecified)	-17	8	-1	-4	3	3	3	0	11
O=C1/C(=C\c2ccc(O)c(O)c2)N=C2CCCCCN12	-8	-4	-20	0	23	-2	-9	6	11
CN1C(=O)C(CC(N)=O)N(NC(=O)c2ccc(Cl)cc2)C1=S (stereo unspecified)	-12[20 µM]	11	-15	3	1	3	1	-2	6
CC(C(=O)Nc1ccccc1Sc1ccccc1)N(c1ccccc1)S(C)(=O)=O (stereo unspecified)	-19[20 µM]	2	-10	-4	0	1	0	-5	4
CC(C)CN(C(=O)CSc1nncn1-c1ccccc1)c1c(N)n(CC(C)C)c(=O)[nH]c1=O	-11	3	-1	-3	-1	5	-3	0	5
O=C(NCCCn1ccnc1)Nc1cccc2ccccc12	8[20 µM]	1	-9	2	-4	5	0	-2	13
CN(C)c1ccc(C(=O)OCC(=O)Nc2ccc(N3CCOCC3)cc2)cc1	-9	1	-28	0	5	15	-9	-8	13
Cc1cccc(COCC(CC(C)C)N2CCN(C(=O)c3ccc(C(F)(F)F)cc3)CCC2=O)c1 (stereo unspecified)	-5	6	-1	-6	6	9	6	-3	6
COC(=O)c1cc2c(ccn2-c2ccc(F)cc2)n1Cc1ccc(OC)cc1	-15	0	-5	4	-4	12	28	-7	11
CC(=O)CC1(OC(C)=O)C(=O)N(C)c2ccccc21 (stereo unspecified)	-10	3	-5	-3	1	7	4	-11	7

SMILES	Furin inhibitor	BaF3 tox	NCF1 inh	p97 ATPase inh	Ba/F3 V617F tox	PPC-1+TRAIL kill	Tb hexokinase	RBBP9 inh	EP2 antag
O=C(c1ccco1)N1CCN(C(=O)C2CC(c3ccc(F)cc3)=NO2)CC1 (stereo unspecified)	-8	3	0	-6	5	31	4	-5	5
Cc1noc(NC(=O)c2ccc(Cl)c(Cl)c2)c1Cl	-18	4	-1	3	29*	25	-8	2	7
CCOC(=O)c1sc(NC(=O)COC(=O)CNC(=O)C2CCCCC2)c(C(=O)OCC)c1C	-19	4	-16	0	-4	15	-2	-4	0
CCC(C(=O)NCc1cccnc1)c1ccccc1 (stereo unspecified)	-22	6	-2	5	-1	16	2	5	15
COc1cc(NC2=CC(=O)CC(C)(C)C2)cc(OC)c1OC	-6[20 µM]	6	-11	0	-1	28	-1	-7	7
CCCCCCC(=O)N=Nc1c(O)[nH]c2ccc([N+](=O)[O-])cc12	12	2	-3	-3	2	3	7	-4	8
COc1ccc(S(=O)(=O)N2CCCCCC2)cc1NC(=O)Cc1ccccc1F	-18	-3	-12	5	-7	-1	-4	-3	5
CCN(CC)S(=O)(=O)c1ccc(O)c(C(=O)OCC(=O)Nc2ccc(OC(F)(F)F)cc2)c1	-20	-1	-8	7	-3	1	-8	-4	8
CN(CC(=O)Nc1ccc(N2CCOCC2)cc1)CC(=O)Nc1ccc(Cl)cc1[N+](=O)[O-]	-12	6	-28	-3	3	10	-8	-1	7
CC(=O)Nc1ccc(S(=O)(=O)N2CCc3c(Cl)cccc3C2)cc1	-28	13	-5	1	-1	16	-3	-12	10
O=C(C1CCN(S(=O)(=O)N2CCOCC2)CC1)N1CCN(Cc2ccc3c(c2)OCO3)CC1	-24	4	-10	1	1	-14	37	-1	9
CC(C)(C)C(=O)N1CCN(c2ccc(Cl)cc2[N+](=O)[O-])CC1	-9	8	-9	-8	3	22	-3	-3	4
CCOc1ccccc1NC(=O)CSc1nnc(-c2ccccn2)n1Cc1ccco1	-12	2	4	-2	-2	9	2	-11	5
COCCn1c(CN2CC(C)CC(C)C2)nc2c1c(=O)n(C)c(=O)n2C (stereo unspecified)	-28	2	-12	-6	-4	11	-9	-4	8
Cc1onc(-c2c(Cl)cccc2Cl)c1C(=O)c1c[nH]c(C(=O)NC2CC2)c1	-20[20 µM]	1	-12	4	-3	5	1	-7	9
CC(C)(CCl)C(=O)Nc1ccc(OC(F)(F)F)cc1	-24	3	-6	5	-3	2	-2	-8	6
COc1cc(/C=C2\SC(=S)N(CCC(=O)Nc3ccccc3)C2=O)cc(OC)c1OC	-22	4	-46	7	0	18	-11	-8	13&8
O=C(Cc1ccc([N+](=O)[O-])cc1)Nc1nnc(C2CC2)s1	-16	5	2	6	-2	29	-7	-1	3
CCC(C)(C)n1nnnc1C(c1cc2cc3c(cc2[nH]c1=O)OCO3)N1CCN(C)CC1 (stereo unspecified)	-50	2	-8	-3	2	-5	20	-7	7
CC(C)=C1C2CCC1C1C(=O)N(NC(=O)c3ccco3)C(=O)C21 (stereo unspecified)	-25	5	2	2	-3	22	-4	-1	12

SMILES	Furin inhibitor	BaF3 tox	NCF1 inh	p97 ATPase inh	Ba/F3 V617F tox	PPC-1+TRAIL kill	Tb hexokinase	RBBP9 inh	EP2 antag
COC(=O)CSc1nnc(-c2ccc(OC)c(OC)c2)o1	-31	-1	2	8	-6	32	0	1	8
Cc1cc(C)n(-c2nnc(N3CCN(c4ccccc4)CC3)nn2)n1	-13	2	1	4	2	-11	8	1	3
FC(F)(F)c1cc(-c2ccccc2)nc(NCc2cccnc2)n1	-23[20 µM]	10	-16	1	1	8	-1	-8	17
O=C(CCN1CCN(C/C=C/c2ccccc2)CC1)Nc1ccccc1	-5[20 µM]	9	-7	-5	8	-16	3	-5	7
Cc1ccc(NC(=O)CSc2nnc(-c3ccccn3)n2C)cc1	-20[20 µM]	6	-2	2	-2	1	-6	5	8
Cc1cc(CCN2CCC(=O)NC2=O)ccc1OC(C)C	-9	2	1	2	0	10	5	-7	7
Cn1c(C(=O)N2COCC2(C)C)cc2c(=O)n3ccccc3nc21	-105	3	-2	-2	2	-9	-28	-3	/
COc1ccc(CN2CC(C(=O)NCCCN3CCOCC3)CC2=O)cc1 (stereo unspecified)	-9	2	-6	2	-1	14	3	1	19
Cc1ccc(S(=O)(=O)NCCSCc2ccco2)cc1	-19	-1	-3	3	-2	12	1	3	8
CC1(C)CC2=C(CO1)C(=S)NC(c1ccccc1)N2CC1CCCO1 (stereo unspecified)	-12	1	-3	-4	-1	4	-23	-7	5
O=C1CC(c2ccccc2)Oc2cc(O)cc(O)c21 (stereo unspecified)	-27	/	4	/	/	22	-45	/	27
NC(=O)c1ccc(C(F)(F)F)cn1	-26	3	-4	-1	3	-9	2	-2	4
O=C(NC(=S)N1CCCCC1)C12CC3CC(CC(C3)C1)C2	-12[20 µM]	1	-13	5	-4	4	3	-15	2
Cc1ccccc1/C=N\NC(=O)c1ccccc1-n1cccc1	-20	8	-6	-1	0	12	-1	-10	3
Cc1ccc(Nc2nc3nonc3nc2N(C)C)cc1	7[20 µM]	0	-2	-8	4	4	-26	-2	9
O=CN1CCN(C(C(=O)NC2CCCC2)c2ccc(Cl)cc2)CC1 (stereo unspecified)	-14	3	1	-1	3	12	4	-1	9
Cc1ccc(-n2nc3ccc(NC(=O)/C=C/c4ccco4)cc3n2)cc1C	-8	0	-11	-4	-5	-2	-11	-24	11
O=S1(=O)CCC(NC(=S)Nc2ccc(Cl)cc2)C1 (stereo unspecified)	-17	1	4	6	-5	-4	0	1	5
Cc1ccc(-c2csc(C3=C(O)CN(NC(=O)c4ccco4)C3=N)n2)cc1	-28	-3	-13	-4	-5	4	-31	-3	10
Nc1nc(CN2CCCCCC2)nc(Nc2ccccc2)n1	-8[20 µM]	-3	0	5	4	-8	3	2	3

# An excerpt from above, showing only EP2 antag.
molecule | EP2 antag
Cc1ccc(S(=O)(=O)NCCSCc2ccco2)cc1 | 8
CC1(C)CC2=C(CO1)C(=S)NC(c1ccccc1)N2CC1CCCO1 (stereo unspecified) | 5

# The list continues:
SMILES	Furin inhibitor	BaF3 tox	NCF1 inh	p97 ATPase inh	Ba/F3 V617F tox	PPC-1+TRAIL kill	Tb hexokinase	RBBP9 inh	EP2 antag
COc1ccc(Cl)cc1NS(=O)(=O)c1ccc(OC)c(OC)c1	-9[20 µM]	2	3	4	-1	14	1	-1	5
Cc1cc(C)nc(SCc2nc3ncccn3c2Br)n1	-20[20 µM]	0	-17	-1	5	-29	-12	-3	10
C[C@H](N)c1nnc(SCC(=O)N(C)C)o1	-13[20 µM]	1	-7	-3	1	0	-2	-8	1
C/C=C/Cn1c(SCCCc2ccccc2)nc2c1c(=O)[nH]c(=O)n2C	-11	9	1	-9	4	18	11	-2	10
CN(O)C(=O)Nc1ccc([N+](=O)[O-])cc1	-10	1	128*	3	-4	-14	-17	-3	7
O=C(O)c1cnc(-c2ccccc2)nc1Sc1cccc(Cl)c1	-13[20 µM]	10	-11	1	0	5	5	-3	11
Cc1ccc(C(C(=O)NC(C)(C)C)N(Cc2ccccc2)C(=O)c2snc(C(N)=O)c2N)o1 (stereo unspecified)	-10	2	2	4	-2	7	-3	-9	15&10
CN1CCN(c2ccc(Cl)cc2NC(=O)CCN2C(=O)c3ccccc3C2=O)CC1	-14	10	-5	0	5	7	10	-3	18
Nc1nc(N)c2c(ccc3nccc32)[nH]1	-111	102*	-3	5	94*	40	-55	-9	7
CCCCc1nc2n[nH]c(N)c2c2c1CCC2	-12	5	-5	-2	2	14	-11	1	9
NNC(=O)C(Cc1c[nH]c2ccccc12)NC(=O)c1ccccc1 (stereo unspecified)	-15	1	6	11	-4	13	-4	7	4
CCc1ccc(N2CC(O)(c3cccs3)[N+]3=C2SCCC3)cc1 (stereo unspecified)	-5	57*	0	-4	52*	17	11	-6	0
